Bioassay records: PubChem BioAssay, Broad Institute
ERAP1 inh: human ERAP1 aminopeptidase inhibitors, primary screen, biochemical, single point, plate reader; inhibition, % at 10.7 µM; AID 652197, 2013; Endoplasmic reticulum aminopeptidase 1 (Homo sapiens), Q9NZ08; 340,000 tested, 0.15% active; recombinant ERAP1, Leu-AMC fluorescence, 60 min;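 active = mean replicate inhibition of at least 30%, or all replicates individually reaching that 30% level; inactive = mean below 30% and not every replicate reaching it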;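 note: 0% = neutral control wells and 100% = L-leucinethiol positive control wells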
Target sequence (Q9NZ08 whole entry, looked up): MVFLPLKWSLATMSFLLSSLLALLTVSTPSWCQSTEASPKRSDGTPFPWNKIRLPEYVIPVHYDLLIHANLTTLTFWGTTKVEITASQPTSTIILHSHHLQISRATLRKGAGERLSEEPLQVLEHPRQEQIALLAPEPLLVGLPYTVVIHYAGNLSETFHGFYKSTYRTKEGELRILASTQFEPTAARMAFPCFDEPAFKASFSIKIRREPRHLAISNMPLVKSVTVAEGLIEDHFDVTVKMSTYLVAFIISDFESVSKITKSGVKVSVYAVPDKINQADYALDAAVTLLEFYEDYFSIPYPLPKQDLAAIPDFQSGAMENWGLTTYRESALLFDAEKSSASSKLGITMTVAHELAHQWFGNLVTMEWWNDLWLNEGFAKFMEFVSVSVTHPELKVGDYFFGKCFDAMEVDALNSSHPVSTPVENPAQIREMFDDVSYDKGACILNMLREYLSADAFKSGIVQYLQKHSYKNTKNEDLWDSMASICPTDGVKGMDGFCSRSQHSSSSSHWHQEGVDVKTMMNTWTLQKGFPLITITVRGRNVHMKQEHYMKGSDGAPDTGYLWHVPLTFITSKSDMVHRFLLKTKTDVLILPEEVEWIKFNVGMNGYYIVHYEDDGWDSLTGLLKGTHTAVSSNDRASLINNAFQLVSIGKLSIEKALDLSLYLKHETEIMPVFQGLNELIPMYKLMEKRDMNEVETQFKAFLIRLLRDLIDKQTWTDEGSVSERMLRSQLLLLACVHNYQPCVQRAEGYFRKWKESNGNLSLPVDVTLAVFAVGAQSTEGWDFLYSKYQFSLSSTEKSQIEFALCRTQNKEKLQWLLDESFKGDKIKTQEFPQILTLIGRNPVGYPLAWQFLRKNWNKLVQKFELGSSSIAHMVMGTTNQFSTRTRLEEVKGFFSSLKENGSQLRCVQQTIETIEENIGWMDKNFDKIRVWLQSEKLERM
SIRT5 block: SIRT5 desuccinylase inhibitors, primary screen, biochemical, fluorescence imaging, single point, set 5. NAD-dependent protein deacylase sirtuin-5, mitochondrial (Homo sapiens), Q9NXA8. Purified SirT5, succinyl-peptide AMC, trypsin-coupled fluorescence. inhibition, % at 15 µM. 330,000 tested, 1.1% active; in the data active = inhibition above about 15%; inconclusive = no clear call, values can overlap the other calls
S100A4 inh HTS: inhibitors of S100A4-myosin IIA peptide binding, primary screen, biochemical, fluorescence polarization, TAMRA-MyoIIA peptide | 360,000 tested, 0.14% active | inhibition, % at 10.7 µM;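 active = mean inhibition of at least 70% across replicates, with every replicate also reaching that level; inconclusive = mean inhibition reaches 70% but some replicates fall short; inactive = mean inhibition below 70%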
Target sequence (P26447 whole entry, looked up): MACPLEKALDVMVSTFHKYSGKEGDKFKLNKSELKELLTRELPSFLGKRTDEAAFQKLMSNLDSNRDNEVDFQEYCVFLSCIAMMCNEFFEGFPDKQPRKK
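incubation = readout 5 min after mixing, signal stable up to 60 min | system = S100A4 monomer protein | buffer or medium = HEPES pH 7.2 with CaCl2, KCl, NaCl, DTT, Triton | benchmarks = neutral control DMSO, positive control TFP | also added = fluorescent myosin IIA peptide, 5 nM | compound dosing = one concentration per compound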
C2C12 statin: suppressors of statin myotoxicity in C2C12 myotubes, primary screen, cell-based, single point, plate reader. C2C12 myotubes + simvastatin, ATP luminescence, 48 h; scaled: DMSO 0, geranylgeraniol control 100. rescue of ATP level, % at 7.49 µM. 330,000 tested, 0.78% active;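 active = mean ATP rescue above about 67%, or every replicate alone reaching that limit, limit read from the data, passing the limit was not always enough; inconclusive = no clear call, values can overlap the other calls; inactive = mean under the limit and some replicate under it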;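 note: myotubes were challenged with 10 µM simvastatin during compound exposure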
LGR2 antag: inhibitors of bursicon-induced LGR2 CRE-luciferase signal, primary screen, cell-based, HEK293, CRE-luciferase reporter, bursicon stimulation; Drosophila bursicon receptor LGR2 (rickets); bursicon-stimulated, 4 h; inhibition, % at 9.99 µM; 380,000 tested, 0.35% active; AID 720647, 2013;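 active = drop in luminescence signal, shown as inhibition above about 50% in the replicate tests, limit read from the data, passing the limit was not always enough; inconclusive = probably only some replicates passing the limit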;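 note: agonist challenge used bursicon conditioned medium at about half maximal strength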
PGC1a acetyl inh: inhibitors of PGC1a acetylation signal, primary screen, cell-based, U2OS, AlphaScreen, inhibitor mode; inhibition, % at 15.6 µM; 350,000 tested, 0.17% active; AlphaScreen anti-acetyl-lysine; with virally co-expressed GCN5 acetyltransferase;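 active = every replicate shows inhibition of at least 40%; inconclusive = mean inhibition at least 40% but some replicate below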;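 note: 0% = neutral control wells and 100% = positive control wells; some results beyond the cut were filed as inactive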
Cneo AK release: Cryptococcus neoformans cell lysis inducers, primary screen, AK release luminescence, single concentration; 360,000 tested, 0.2% active; C. neoformans lysis, adenylate kinase release luminescence, 4 h; normalised: neutral wells 0, clomiphene wells 100; lysis activity, % at 15 µM;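 active = mean lysis activity across replicates of at least 80%, whatever share of replicates individually reach that level; inactive = mean lysis activity below 80%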
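Material: C. neoformans cells | Amount: Yeast cell density of 5 × 10^6 cells/mL | Medium: Fresh YPD growth medium | Dosing: Single dose | Times: Static 4 h at 37 °C with compound, 1 h detection | Detection: AK luminescence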
XiGFP reactiv: activators of inactive X chromosome reactivation, primary screen, imaging, XiGFP fibroblasts, GFP high-content imaging, set 2 | XiGFP mouse fibroblasts, % GFP-positive cells imaging, 3 d; cells co-treated with 5-aza-dC sensitizer; scaled so ellipticine positive control = 100% | activation, % at 7.58 µM | 360,000 tested, 0.055% active;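 active = mean normalized replicate activation at least 10% and every replicate at or above 10%; inconclusive = only one of the two criteria met; inactive = mean below 10% and not all replicates reach 10%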;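 note: 0% = median of on-plate neutral control wells and 100% = ellipticine 6 µM median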
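Assay system: SV40-immortalized XiGFP fibroblast cells, line 68-5-11; buffer or medium: DMEM plus 5-aza-dC sensitizer; compound: one concentration, pinned; timing: compounds 3 days, fix/stain 15 min at room temperature; benchmarks: positive control ellipticine, 6 µM final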
* hit, by the source's call; ? = inconclusive; / = not tested or not shown; & = joins results of further samples. A portion of the library (hit frequency here may not be typical).

Below each SMILES – ERAP1 inh, SIRT5 block, S100A4 inh HTS, C2C12 statin, LGR2 antag, PGC1a acetyl inh, Cneo AK release, XiGFP reactiv
- CC(C)Sc1nc2c(cnn2-c2ccccc2)c(=O)[nH]1
→ 7, -2, -4, /, -22, -5, -1, 0.2
- COc1ccc(-c2sc3cc4c(cc3c2C#Cc2ccc(N)cc2)OCO4)cc1
→ -4, /, -1, 15, -29, -3, -1, 0.1
- CN1CCN(C(=O)C2=C[C@@H](C3CCCCC3)C[C@@H](OCCCCO)O2)CC1
→ -2&-3, -1&2, 7&-14, -5, -2, 8, 9&1, 0.7
- CCC(C(=O)NC(C)(C)C)N(C(=O)c1ccc(Cl)nc1)C1CCCC1 (configuration not stated)
→ 18, -4, 1, 4, 9, -9, -8, 0.2
- CNC[C@@H]1OCCCC[C@H](C)Oc2ccc(N(C)C)cc2C(=O)N([C@@H](C)CO)C[C@@H]1C
→ /, /, /, -14, 1, 7, /, 0.2
- CCCc1cc(=O)n2[nH]c(C)c(-c3ccc(OC)cc3)c2n1
→ 0, -2, 0, -7, -3, -11, 0, 0.1
- CCn1c(CC(=O)Nc2ccccc2)nnc1SCC(=O)N1CCOCC1
→ -1, 0, 2, /, 1, 6, 1, -0.1
- C[C@H]1CN([C@@H](C)CO)C(=O)CCCn2cc(nn2)CO[C@@H]1CN(C)Cc1ccc(Cl)c(Cl)c1
→ 1, 2, 8, 17, 3, 2, -15, 0.2
- C#CCN(C[C@@H]1[C@@H](OC(=O)Nc2c(C)noc2C)[C@@H](OC(=O)Nc2c(C)noc2C)Cn2c(=O)n(CCCCCC)c(=O)n21)S(=O)(=O)c1ccc(C)cc1
→ 2, /, -18, -9, 23, 11, -1, 0.1
- CSC1=NCCN1C(=O)c1c(-c2ccccc2Cl)noc1C
→ 3, /, -4, -13, 3, 0, 0, 0.0
- CCCCCCCOc1ccc(C(=O)Nc2cccnc2)cc1
→ -2, -2, 3, -3, -8, -38, 0, 0.1
- O=C(Cc1ccncc1)NCC[C@H]1CC[C@H](NC(=O)C2CCCC2)[C@H](CO)O1
→ 0, -3, -24, -3, ?, -4, 4, 0.2
- CSc1c(C#N)c(N)nc2sc(C(=O)c3ccccc3)c(N)c12
→ 0, -4, 4, /, -18, -10, -4, 0.2
- O=[N+]([O-])c1ccc(C=Nc2ccc(Cl)cc2Cl)s1
→ -1, -4, -1, 48, -1, -68, 5, /
- COCCN(C(=O)CCc1nnc(Cc2c[nH]c3ccccc23)o1)C(C)C
→ -3, 4, 2, 9, 4, 34, 0, 0.2
- COCCn1c(=N)c(C(=O)NCc2ccco2)cc2c(=O)n3cc(C)ccc3nc21
→ 66*, /, 2, 3, -9, /, 0, 0.2
- CC1=C(C(=O)OCC2CCCO2)C(c2coc3ccccc3c2=O)C2=C(CC(C)(C)CC2=O)N1 (configuration not stated)
→ 0, -1, 1, /, -19, /, /, 0.0
- CN1C2CCC1CC(NC(=O)c1cccc(C(F)(F)F)c1)C2 (configuration not stated)
→ -1, -2, 5, 8, 2, 13, -1, 0.0
- N#Cc1cccc(C(c2nnnn2Cc2ccccc2)N2CCCC2)c1 (configuration not stated)
→ 9, 1, -22, 0, 8, 0, -1, /
- COC(=O)C[C@H]1CC[C@H]2[C@H](COc3ccc(NC(=O)c4ccc(F)c(F)c4)cc3C(=O)N2C)O1
→ 0, -6, -4, -15, 13, -13, 4, 0.3

The closing 2 records of the section above come first, to join the parts.
Below each SMILES – ERAP1 inh, SIRT5 block, S100A4 inh HTS, C2C12 statin, LGR2 antag, PGC1a acetyl inh, Cneo AK release, XiGFP reactiv
- N#Cc1cccc(C(c2nnnn2Cc2ccccc2)N2CCCC2)c1 (configuration not stated)
→ 9, 1, -22, 0, 8, 0, -1, /
- COC(=O)C[C@H]1CC[C@H]2[C@H](COc3ccc(NC(=O)c4ccc(F)c(F)c4)cc3C(=O)N2C)O1
→ 0, -6, -4, -15, 13, -13, 4, 0.3
- COc1ccc(NC(=O)CN(C)CC(=O)Nc2cccc(S(=O)(=O)N(C)c3ccccc3)c2)cc1
→ -3, -3, 1, 8, 8, 2, -6, 0.1
- Cc1cc(NC(=O)c2c(F)cccc2Cl)no1
→ 9, -3, -2, /, -15, /, /, 0.1
- Nn1c(SCc2cccc(Br)c2)nnc1-c1cccnc1
→ 0, /, -4, 6, -8, 10, /, 0.0
- CCOC(=O)C1CCN(c2c(NCCN3CCCCC3C)c(=O)c2=O)CC1 (configuration not stated)
→ -7, -1, 1, -10, 10, 7, 1, 1.6
- Cc1ccc(CNC(=O)CN(C(=O)C2(C)CC(=O)N=C3C=CC=CN32)c2cccc(C)c2C)cc1 (configuration not stated)
→ -1, -25, -5, 11, 8, -11, 3, 0.0
- C[C@H](CO)N1C[C@H](C)[C@H](CN(C)S(=O)(=O)c2ccc(F)cc2)OCCCC[C@H](C)Oc2ccc(NS(=O)(=O)c3cccs3)cc2C1=O
→ 1, -2, 3, /, 17, 9, -2, 0.1
- C/C=C/c1ccc([C@H]2[C@@H](CO)N(C(C)=O)[C@H]2CN(C)S(=O)(=O)CC)cc1
→ 2, 2, 1, /, -1, /, /, 0.0
- Cc1ccccc1CN(C)C[C@@H]1OCc2cn(nn2)CCCC(=O)N([C@H](C)CO)C[C@@H]1C
→ -1, -5, 3, 4, -10, -10, 4, -0.2
- CCOc1c(C)cnc2c1c(=O)n(Cc1ccccc1Cl)c(=O)n2C
→ 3, 0, -5, 7, 1, 8, 4, 0.1
- Nc1ccc2cccc(O)c2c1
→ -5, -10, -5, 3, -32, 11, -2, -0.2
- COc1ccc(C(CNC(=O)COc2cccc(C(F)(F)F)c2)N2CCCC2)cc1 (configuration not stated)
→ 1, 0, -5, 5, 15, -12, 11, 0.0
- CCOc1ncccc1C(=O)OCC(=O)Nc1ccc(C(N)=O)cc1
→ -5, -3, 0, 12, -10, -6, -3, 0.0
- Cc1ccc(S(=O)(=O)N2CCN(C(=O)COC(=O)C3CC3C)CC2)c(C)c1 (configuration not stated)
→ 0, 0, -2, 15, 12, /, 1, -0.4
- COc1ccccc1OCCNC(=O)c1c(-c2ccccc2Cl)noc1C
→ 1, -3, -5, /, 15, -3, 0, -0.1
- O=C(C1CC1)N1C[C@H]2[C@@H](c3ccccc31)[C@@H](CO)N2C(=O)Nc1cccc(F)c1
→ -1, 11, 44, 11, 9, 13, 49, 0.0
- CCN(c1ccccc1)S(=O)(=O)c1ccc(Cl)c(C(=O)NCc2ccco2)c1
→ 0, 2, -21, 1, -6, -7, 0, 0.4
- CN(C(=O)CSc1nc(N)nn1-c1ccccc1)c1ccccc1
→ 3, 1, -9, 5, -13, -13, 3, 0.0
- COc1ccc(S(=O)(=O)Nc2ccc3c(c2)C(=O)N([C@@H](C)CO)C[C@H](C)[C@@H](CN(C)S(=O)(=O)c2cccs2)OCCCC[C@H](C)O3)cc1
→ 1, -1, -10, -33, -9, -14, 1, -0.1
- COc1ccc(CN2CCNC(=O)C2CC(=O)NCCCn2cccn2)c(OC)c1 (configuration not stated)
→ -3, -2, 2, /, 3, 0, /, 0.2
- Cc1ccccc1S(=O)(=O)N1C[C@H]2[C@H]3C(=O)N(c4ccccc4)C(=O)[C@H]3CC(=O)[C@H]2[C@@H]1c1ccc(Cl)cc1
→ 2, -3, -6, -2, -2, -10, 5, 0.1

Ordered by the number under ERAP1 inh (highest first): some entries from above
| Compound | ERAP1 inh | SIRT5 block | S100A4 inh HTS | LGR2 antag | PGC1a acetyl inh |
| --- | --- | --- | --- | --- | --- |
| Cc1cc(NC(=O)c2c(F)cccc2Cl)no1 | 9 | -3 | -2 | -15 | / |
| COc1ccc(S(=O)(=O)Nc2ccc3c(c2)C(=O)N([C@@H](C)CO)C[C@H](C)[C@@H](CN(C)S(=O)(=O)c2cccs2)OCCCC[C@H](C)O3)cc1 | 1 | -1 | -10 | -9 | -14 |
| Cc1ccc(CNC(=O)CN(C(=O)C2(C)CC(=O)N=C3C=CC=CN32)c2cccc(C)c2C)cc1 (configuration not stated) | -1 | -25 | -5 | 8 | -11 |
| CCOc1ncccc1C(=O)OCC(=O)Nc1ccc(C(N)=O)cc1 | -5 | -3 | 0 | -10 | -6 |

Two entries picked at random from those above:
Below each SMILES – ERAP1 inh, SIRT5 block, S100A4 inh HTS, C2C12 statin, LGR2 antag, PGC1a acetyl inh, Cneo AK release, XiGFP reactiv
- C[C@H](CO)N1C[C@H](C)[C@H](CN(C)S(=O)(=O)c2ccc(F)cc2)OCCCC[C@H](C)Oc2ccc(NS(=O)(=O)c3cccs3)cc2C1=O
→ 1, -2, 3, /, 17, 9, -2, 0.1
- COc1ccc(CN2CCNC(=O)C2CC(=O)NCCCn2cccn2)c(OC)c1 (configuration not stated)
→ -3, -2, 2, /, 3, 0, /, 0.2

More entries:
Below each SMILES – ERAP1 inh, SIRT5 block, S100A4 inh HTS, C2C12 statin, LGR2 antag, PGC1a acetyl inh, Cneo AK release, XiGFP reactiv
- CC(=O)Nc1cc(C(=O)N2CCCC2)ccc1Sc1ccc(Cl)cc1
→ /, /, /, -37, 22, -16, 0, /
- CN(CCC1CCOCC1)Cc1nc(Cc2ccccc2F)no1
→ 0, 1, -7, -3, 4, 5, -1, -0.1
- Cc1ccc2nc(NNC(=O)c3ccc4c(c3)OCCO4)sc2c1
→ 1, -4, -7, -6, -13, -4, -2, 0.3
- CCOC(=O)[C@]12CCCC=C1N(CCc1ccc(OC)c(OC)c1)C(=O)[C@H](CC(=O)NCCCN1CCCC1=O)C2
→ -1, /, -4, /, 16, /, /, 0.1
- CC(C)(C)c1ccc(C(=O)NC(=S)Nn2cnnc2)cc1
→ /, /, /, -3, -16, -1, -5, 0.0
- Cc1ccc(S(=O)(=O)NCCC(c2ccc(F)cc2)c2ccco2)cc1 (configuration not stated)
→ 2, 6, -1, /, 0, /, /, -0.1
- CCOCCC(=O)Nc1nnc(CCc2ccccc2)s1
→ -1, -3, 2, -1, 3, /, -1, 0.0
- CCC(=O)N1C[C@@H](C)[C@@H](OC)CN(C)C(=O)c2cc(NC(=O)CC(F)(F)F)ccc2OC[C@@H]1C
→ -3, 21*, -16, /, 16, 1, /, 0.1
- O=C1NC[C@H](c2ccccc2)N(CCc2cccc(F)c2)C1=O
→ 5, 3, -10, -10, 3, /, 1, 0.1
- O=S(=O)(N[C@@H]1CC[C@@H](CCn2cc(-c3cccc(F)c3)nn2)O[C@H]1CO)c1ccc(F)cc1
→ -2, 0, 9, -1, 5, -27, -3, 0.1
